RGS4 block = human RGS4 inhibition; P49798; HEK293 M3R/RGS4 inducible, Fluo-4 calcium flux; active compounds read high; triggered by carbachol at its EC20; B-score at 10 µM; hit rate 0.45% among 310,000;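 active means B-score, a plate-corrected calcium signal, over three deviations above library mean, with baseline fluorescence within five deviations of library mean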;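 further: RGS4 expression induced by doxycycline in cells with stable M3 receptor; B-score is computed from the integrated fluorescence ratio over baseline after carbachol; higher B-score means a larger calcium signal and so more RGS4 inhibition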
Target sequence (P49798 whole entry, looked up): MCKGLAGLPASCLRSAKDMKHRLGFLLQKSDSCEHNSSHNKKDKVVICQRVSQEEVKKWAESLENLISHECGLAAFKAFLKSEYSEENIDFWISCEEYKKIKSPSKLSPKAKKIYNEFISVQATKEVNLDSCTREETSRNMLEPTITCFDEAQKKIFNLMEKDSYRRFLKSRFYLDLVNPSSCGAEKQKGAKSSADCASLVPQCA
TRPC6 inh = blocks the mouse TRPC6 cation channel | HEK293-TRPC6, membrane potential dye, ACh-evoked depolarization; active compounds read low | B-score at 10 µM | hit rate 1.1% among 310,000 | AID 2553;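 active means B-score under library mean minus 3 SD, initial fluorescence not abnormally high, positive integrated signal ratio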;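 further: B-score derived from integrated fluorescence ratio over the kinetic read; more negative B-score means stronger inhibition of depolarization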
RGS4 pot = RGS4 potentiation or activation; hit rate 0.92% among 310,000; AID 463111; HEK293 M3R/inducible RGS4, carbachol calcium flux Fluo4; active compounds read low; B-score at 10 µM;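 active means B-score of the integrated calcium signal more than 4 SD below the library mean, with starting fluorescence not abnormally high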;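 further: negative B-score means reduced calcium response which marks RGS4 activation or potentiation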
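Test system: HEK293 cells with stable M3R and inducible RGS4; also added: carbachol at ECmax as muscarinic agonist stimulus; schedule: dye loading 30 min 37 °C, buffer rest 30 min RT; technique: kinetic calcium fluorescence imaging with Fluo4-AM dye, 2 µM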
TRPC6 act = activators of mouse TRPC6 channel | HEK293-TRPC6 membrane potential dye fluorescence; active compounds read high | hit rate 0.13% among 310,000 | B-score at 10 µM | Q61143;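 active means B-score of the integrated fluorescence ratio above library mean plus 3 SD, and starting fluorescence ratio within library mean plus 5 SD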;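 further: higher score means more depolarization so channel activation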
TMEM16A act = mouse TMEM16A channel activation, primary screen; hit rate 0.3% among 340,000; Q8BHY3; AID 623877; B-score at 10 µM; HEK293 TMEM16A/YFP-H148Q/I152L, iodide quench fluorescence; active compounds read low;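 active means fluorescence-ratio B-score plate-corrected deviation score at least 3 library SD below zero, with starting fluorescence score within 5 deviations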;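 further: channel opened by trigger with iodide after compound preincubation; score built on the fluorescence ratio of max minus min over baseline; more negative score means more quench and so TMEM16A activation or potentiation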
Target sequence (Q8BHY3 whole entry, looked up): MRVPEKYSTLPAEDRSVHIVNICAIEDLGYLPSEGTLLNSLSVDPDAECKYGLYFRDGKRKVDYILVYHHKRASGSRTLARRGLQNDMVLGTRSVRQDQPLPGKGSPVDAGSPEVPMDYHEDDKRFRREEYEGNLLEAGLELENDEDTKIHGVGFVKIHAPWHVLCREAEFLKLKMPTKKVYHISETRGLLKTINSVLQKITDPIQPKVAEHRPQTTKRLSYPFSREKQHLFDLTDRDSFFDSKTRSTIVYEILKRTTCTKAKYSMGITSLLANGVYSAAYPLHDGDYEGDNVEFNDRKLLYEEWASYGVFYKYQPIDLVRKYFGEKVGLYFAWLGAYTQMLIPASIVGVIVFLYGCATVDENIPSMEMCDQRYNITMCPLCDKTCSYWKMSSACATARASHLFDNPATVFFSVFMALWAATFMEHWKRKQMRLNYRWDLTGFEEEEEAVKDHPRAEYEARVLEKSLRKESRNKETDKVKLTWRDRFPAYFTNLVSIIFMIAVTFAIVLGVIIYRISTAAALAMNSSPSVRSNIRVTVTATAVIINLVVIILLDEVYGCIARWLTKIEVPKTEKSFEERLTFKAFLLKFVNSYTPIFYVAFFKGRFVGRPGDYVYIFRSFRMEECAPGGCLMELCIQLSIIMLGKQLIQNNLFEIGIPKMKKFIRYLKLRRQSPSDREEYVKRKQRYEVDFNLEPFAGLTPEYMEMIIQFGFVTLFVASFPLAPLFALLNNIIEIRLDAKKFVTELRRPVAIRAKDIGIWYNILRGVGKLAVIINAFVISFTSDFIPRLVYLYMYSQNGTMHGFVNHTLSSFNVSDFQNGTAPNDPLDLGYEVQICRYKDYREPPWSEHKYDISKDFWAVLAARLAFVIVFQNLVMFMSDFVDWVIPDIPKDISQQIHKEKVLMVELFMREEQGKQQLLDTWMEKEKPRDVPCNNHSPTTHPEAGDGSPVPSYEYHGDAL
SKKanGAS inh = inhibitors of SKKanGAS S. pyogenes growth in kanamycin (SK-promoter or general growth effect); BacTiter-Glo, 6 h; inhibition, % at 7.5 µM; hit rate 1.3% among 300,000;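 active means mean replicate score, as percent of positive control median, at least 50; inconclusive means mean below 50 but one replicate at or above 50; inactive means mean and every replicate below 50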;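 further: strain carries kanamycin resistance gene driven by streptokinase promoter and grows in 40 µg/ml kanamycin; loss of luminescence reflects streptokinase promoter inhibition or plain growth inhibition; 0% = median of DMSO wells and 100% = positive control at its reference dose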
MrgX1 ag = human MrgX1 receptor agonism, primary screen | MrgX1-HEK293 cells, Fluo-4 calcium fluorescence, agonist mode; active compounds read high | AID 588627 | Q96LB2 | B-score at 10 µM | hit rate 0.44% among 310,000;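 active means calcium response B-score plate-corrected fluorescence ratio at least 3 library SD, with starting fluorescence B-score inside 5 SD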
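Test system: HEK293 cells stably expressing human MrgX1 receptor; Input: fifteen thousand cells per well; Dosing: compound delivered in addition one of three; Schedule: overnight seeding, then 1 h dark dye loading; Technique: Fluo-4 NW calcium fluorescence; Measure: B-scored fluorescence response ratio; Controls: positive and negative controls per plate.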
MrgX1 antagonist = antagonists of human MrgX1 receptor; B-score at 10 µM; hit rate 1.3% among 310,000; AID 588676; Q96LB2; MRGX1-HEK293 calcium flux, Fluo-4, BAM8-22 antagonism; active compounds read low;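 active means calcium-response B-score plate-corrected more than 3 library SD below zero, starting fluorescence within 5 deviations, no agonist response on first addition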;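 further: peak minus trough fluorescence over baseline after final BAM8-22 challenge near maximal dose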
MrgX1 PAM = allosterically activates human MrgX1 receptor signaling; MrgX1-HEK293, Fluo-4 calcium flux, FDSS; active compounds read high; B-score at 10 µM; Q96LB2; hit rate 0.63% among 310,000;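 active means plate-corrected calcium response at least 3 library SD above typical, normal starting fluorescence, not activating the receptor alone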;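 further: compound read alongside a low EC10 to EC30 dose of BAM8-22 agonist; peak minus trough fluorescence over baseline measured at the second addition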
TMEM16A inh = mouse TMEM16A channel inhibition, primary screen; hit rate 1.2% among 310,000; normalized B-score (activity score, 25-100; higher = stronger inhibition) at 10 µM; HEK293 TMEM16A/YFP iodide influx fluorescence, ionomycin; AID 588511;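 active means ratio plate-corrected score three or more library SD toward inhibition, starting fluorescence score within five deviations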;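 further: score derived from kinetic fluorescence span divided by baseline fluorescence per well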
HDAC3 inhib = inhibitors of human histone deacetylase 3. O15379. recombinant HDAC3, fluorogenic peptide/trypsin coupled, fluorescence. inhibition, % at 8.3 µM. hit rate 0.15% among 320,000. AID 2718; in the data active means inhibition above about 26%, passing the limit was not always enough; inconclusive means no clear call, values can overlap the other calls
* hit, by the source's call; i = inactive; ? = inconclusive; · = no result given.

SMILES	RGS4 block	TRPC6 inh	RGS4 pot	TRPC6 act	TMEM16A act	SKKanGAS inh	MrgX1 ag	MrgX1 antagonist	MrgX1 PAM	TMEM16A inh	HDAC3 inhib
Cc1cc(C)c2nc(-c3ccccn3)cc(C(=O)Nc3ccc(S(=O)(=O)Nc4onc(C)c4C)cc3)c2c1	i	i	i	i	i	63.8*	i	i	i	i	6.0
C=CCC1(C(=O)N(C)Cc2ccccc2)CCN(C(=O)OC(C)(C)C)CC1	i	i	i	i	i	5.9	i	i	i	i	7.6
COc1ccc(CNC(=O)CSc2n[nH]c(N)n2)cc1	i	i	i	i	i	-3.9	i	i	i	i	11.5
COc1ncccc1C(=O)N1CCCC(N2CCN(c3cccc(Cl)c3)CC2)C1 (stereo not drawn)	i	i	i	i	i	-1.5	i	i	i	i	0.5
COC(=O)c1ccc(-c2noc(CN(Cc3ccccn3)CC3CCCO3)n2)cc1 (stereo not drawn)	i	i	i	i	i	21.7	i	i	i	i	-5.4
CC(C)CCN1C(=O)c2ccc(C(=O)Nc3ccccn3)cc2C1=O	i	i	i	i	i	-6.4	i	i	i	i	1.0
Cc1ccc(C)c(NC(=O)CCN2CCN(CCO)CC2)c1	i	i	i	i	i	-1.3	i	i	i	i	0.1
Cc1cc(N2CCN(C(=O)c3ccco3)CC2)n2ncnc2n1	i	i	i	i	i	-3.6	i	i	i	i	-0.4
Cc1ccc2cc(CN(Cc3ccc4c(c3)OCO4)Cc3nnnn3Cc3ccco3)c(=O)[nH]c2c1	i	i	i	i	i	1.2	i	i	i	i	1.3
CCOC(=O)c1ccccc1Nc1cn(C(C)=O)c2ccccc12	i	i	i	i	i	-17.1	i	i	i	i	-4.8
Cc1ccc2nc3c(cc(C(N)=S)c(=N)n3CCCOC(C)C)c(=O)n2c1	i	i	i	i	i	1.0	i	i	i	i	-149.7
c1ccc(COc2nsnc2N2CCOCC2)cc1	i	i	i	i	i	2.9	i	i	i	i	6.4
Fc1ccc2c(c1)C(c1cccnc1)=NNC(c1cccs1)=N2	i	i	i	i	i	6.2	i	i	i	i	4.0
O=C1C(=O)N(Cc2ccccc2)C(=O)N1CCN1C(=O)c2ccccc2C1=O	i	i	i	i	i	-1.4	i	i	i	i	-1.4
COc1ccc(NC(=S)N/N=C/c2ccc(F)c(F)c2)cc1	i	i	i	i	i	-4.6	i	i	i	i	10.3
O=C(COC(=O)/C=C/c1cccs1)Nc1ccc2ccccc2c1	i	i	i	i	i	-0.3	i	i	i	i	3.9
COc1ccc(C)cc1Nc1cc(C)nc2nc(C)nn12	i	i	i	i	i	-2.9	i	i	i	i	17.4
COc1cc(CNc2nc(C)c([N+](=O)[O-])c(C)c2C#N)cc(OC)c1OC	i	i	i	i	i	-13.7	i	i	i	i	4.0
Cn1ccnc1C(O)(c1ccccc1)c1ccccc1	i	i	i	i	i	9.7	i	i	i	i	-1.4
C=CCN(C(=O)CCC(=O)O)C1CC(=O)N(c2ccc(OCCC)cc2)C1=O (stereo not drawn)	i	i	i	i	i	4.6	i	i	i	i	-6.8
COc1ccccc1NS(=O)(=O)c1cc(Cl)ccc1OC	i	i	i	i	i	-2.1	i	i	i	i	-2.4
Cc1csc(NC(=O)c2ccccc2[N+](=O)[O-])n1	i	i	i	i	i	-4.6	i	i	i	i	-11.8
Cc1ccc(S(=O)(=O)c2nc(S(C)(=O)=O)sc2N2CCC3(CC2)OCCO3)cc1	i	i	i	i	i	-0.8	i	i	i	i	-1.0
CSc1ccc(C(=O)C2CCCN(Cc3cccc4nccnc34)C2)cc1 (stereo not drawn)	i	i	i	i	i	3.2	i	i	i	i	2.9
Cc1cc(C(=O)CSc2nc(N)cc(=O)[nH]2)c(C)n1-c1ccc(OC(F)F)cc1	i	i	i	i	i	16.5	i	i	i	i	1.0
CC(=O)c1ccc(OCC(O)CN2C(C)CCCC2C)cc1 (stereo not drawn)	i	i	i	i	i	-3.7	i	i	i	i	·
NNc1nnc2c3cc(F)ccc3n(Cc3ccccc3)c2n1	i	i	i	i	i	7.4	i	i	i	i	-0.5
COc1ccc(CNC(=O)C2CCCN(C(=O)Nc3ccccc3OC)C2)cc1 (stereo not drawn)	i	i	i	i	i	-1.8	i	i	i	i	3.4
Cc1ccc(OC(=O)C2CSC3(C)CCC(=O)N23)c(Br)c1 (stereo not drawn)	i	i	i	i	i	-3.3	i	i	i	i	2.4
CN1N=C(C(C)(C)C)CSC1=Nc1ccc(F)cc1	i	i	i	i	i	-3.8	i	i	i	i	3.0
Cc1cccc(C(=O)Nc2ccc(C(=O)/C=C/c3cccs3)cc2)c1	i	i	-10.5*	i	i	22.4	i	i	i	i	1.7
COc1ccc(C(C(=O)NCc2ccc(F)cc2)N(Cc2cccnc2)C(=O)c2snc(C(N)=O)c2N)cc1 (stereo not drawn)	i	i	i	i	i	21.5	i	i	i	i	0.2
CCc1nn(C(C)C(=O)N2CCN(c3ccc(OC)cc3)CC2)c(=O)c2cc3occc3n12 (stereo not drawn)	i	i	i	i	i	0.7	i	i	i	i	-2.2
COc1ccc(CC(=O)Nc2ccc(-c3nnc(-c4ccc(C)cc4)o3)cc2)cc1	i	i	i	i	i	0.9	i	i	i	i	0.0
COc1cccc(Cn2cccc(NC(=O)Nc3ccccc3C)c2=O)c1	i	i	i	i	i	-1.8	i	i	i	i	-4.7
CCCC[n+]1ccn(-c2nc3ccccc3nc2[N-]S(=O)(=O)c2ccccc2)c1	i	i	i	i	i	-7.8	i	i	i	i	-2.1
CC(=O)Cc1c(C(=O)O)c(C)nn1-c1ccccc1	i	i	i	i	i	-1.7	i	i	i	i	-0.7
Cc1ccc2nc(Cl)c3cc(C(=O)N(CCN(C)C)Cc4ccco4)sc3c2c1	i	i	i	i	i	2.2	i	i	i	i	6.1
O=C(Nc1cc(C(F)(F)F)ccc1N1CCOCC1)C1Cc2ccccc2CN1C(=O)c1ccco1 (stereo not drawn)	i	i	i	i	i	10.3	i	i	i	i	1.7
OCc1ccc(-c2ccccc2)c(-c2ccccc2)c1	i	i	i	i	i	-11.9	i	i	i	i	2.7
CCCc1ccc2oc(C(=O)N3CCNC(=O)C3CC(=O)OC)c(C)c2c1 (stereo not drawn)	i	i	i	i	i	2.0	i	i	i	i	4.4
CCOCCCn1c(NN)nc2ccccc2c1=O	i	i	i	i	i	0.6	i	i	i	i	4.8
CNC(=S)Nc1cc(C(F)(F)F)ccc1Cl	i	i	i	i	i	3.5	i	i	i	i	7.6
CN(CC(=O)Nc1ccc(F)c(F)c1)S(=O)(=O)c1cccs1	i	i	i	i	i	4.4	i	i	i	i	-7.4
CCCn1nc(C(=O)NCC(C)(C)N2CCOCC2)c2ccccc2c1=O	i	i	i	i	i	4.9	i	i	i	i	1.5
COc1ccc(S(=O)(=O)Nc2nnc(C(C)(C)C)s2)cc1	i	i	i	i	i	-3.8	i	i	i	i	2.8
CCn1cc(CNC(=O)C2C3CCC(C3)C2C(=O)O)cn1 (stereo not drawn)	i	i	i	i	i	-3.3	i	i	i	i	3.4
O=C(CCn1c(=S)[nH]c2cc3c(cc2c1=O)OCO3)NCc1ccccc1Cl	i	i	i	i	i	7.9	i	i	i	i	1.4
NC(=O)c1ccccc1NC(=O)c1ccoc1	i	i	i	i	i	23.9	i	i	i	i	-0.4
Cc1cccc(C(=O)NC(=S)Nc2ccc(S(=O)(=O)N3CCCCC3)cc2)c1	i	i	i	i	i	2.7	i	i	i	i	6.5
CCN(CC(=O)Nc1ccccc1C(F)(F)F)C(=O)CCc1nc2ccccc2c(=O)[nH]1	i	i	i	i	i	-2.0	i	i	i	i	-0.3
O=C(CCc1ccccc1)n1nc(-c2ccccc2)nc1NCc1ccco1	i	i	i	i	i	-8.2	i	i	i	i	-4.9
Cc1ccc(SCC(=O)O/N=C(\N)c2cccc([N+](=O)[O-])c2)cc1	i	i	i	i	i	-3.3	i	i	i	i	1.5
Nc1ccc(Cc2nc3c(ccc4ccccc43)[nH]2)cc1	i	i	i	i	i	-15.0	i	i	i	i	-2.3
O=C1c2ccc3c4c(ccc(c24)C(=O)N1c1ccc2ccccc2c1)CC3	i	i	i	i	i	13.5	i	i	i	i	-5.1
CC(=O)C(C)n1c(CN(C)Cc2ccccc2)nc2c1c(=O)n(C)c(=O)n2C (stereo not drawn)	i	i	i	i	i	-4.8	i	i	i	i	-3.2
N#CC(C#N)=NNc1ccc(S(=O)(=O)N2CCCC2)cc1	i	i	i	i	i	12.4	i	i	i	i	1.2
CCOc1ccc2nc(NC(=O)CSc3ccc(Cl)cc3)sc2c1	i	i	i	i	i	14.4	i	i	i	i	3.0
Cc1ccc(NC(=O)CCCNC(=O)c2ccc(Cl)cc2)c(Br)c1	i	i	i	i	i	-23.2	i	i	i	i	0.2
Cc1csc(NC(=O)C(NC(=O)c2ccccc2F)C(C)C)n1 (stereo not drawn)	i	i	i	i	i	-9.6	i	i	i	i	-2.0

(continued)
SMILES	RGS4 block	TRPC6 inh	RGS4 pot	TRPC6 act	TMEM16A act	SKKanGAS inh	MrgX1 ag	MrgX1 antagonist	MrgX1 PAM	TMEM16A inh	HDAC3 inhib
COc1ccc(N2CCN(C(=O)/C(C#N)=C/c3ccccc3)CC2)cc1	i	i	i	i	i	4.8	i	i	i	i	0.8
O=C(CSc1nc2ccccc2c(=O)n1-c1ccc(F)cc1)Nc1ccc(N2CCOCC2)cc1	i	i	i	i	i	2.0	i	i	i	i	0.1
CCOc1ccc(NC(=O)CCC(=O)NNC(=O)c2ccccc2Cl)cc1	i	i	i	i	i	·	i	i	i	i	?
COCC(C)NC(=S)NC(=O)c1cc(S(=O)(=O)N2CCOCC2)ccc1C (stereo not drawn)	i	i	i	i	i	-5.3	i	i	i	i	4.6
CCCCOC(=O)C(C)Sc1n[nH]c(=O)[nH]c1=O (stereo not drawn)	i	i	i	i	i	2.9	i	i	i	i	2.0
Cc1ccc(CC(=O)Nc2cccnc2)cc1	i	i	i	i	i	-13.3	i	i	i	i	-3.2
Cc1ccccc1C(=O)Nc1ccnn1C1CCN(CCCc2ccccc2)CC1	i	i	i	i	i	-14.3	i	i	i	i	1.7
CCn1c(SCC(=O)NCc2ccccc2)nc2nc3c(cc2c1=O)CCCC3	i	i	i	i	i	-2.1	i	i	i	i	3.3
O=C1c2ccccc2C(=O)N1CN(C(=O)c1ccccc1[N+](=O)[O-])c1ccc(F)cc1	i	i	i	i	i	3.5	i	i	i	i	5.5
COC(=O)C(C)(C)ONC(=O)Nc1ccccc1	i	i	i	i	i	-0.5	i	i	i	i	4.1

Assay outcomes from PubChem BioAssay.
